# Screening data deposited in PubChem by several laboratories.
# NCOA1 inh – SRC1 coactivator transcriptional activity inhibitors, primary screen, cell-based, luminescence. Nuclear receptor coactivator 1 (Homo sapiens), Q15788. HEK293 GAL4-SRC1 luciferase reporter. inhibition, % at 3.6 µM. 0.12% of 360,000 active. AID 588354, 2011;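 active means inhibition above the campaign mean plus 3 SD, with each screening campaign given its own cutoff, cut at about 60% in these data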;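 further: 0% = DMSO treated cells and 100% = gossypol at 36 µM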
# LMP1 NFkB inh – EBV LMP1-driven NF-kappaB luciferase reporter inhibitors, primary screen, cell-based, luminescence, single point; LMP1-induced NF-kappaB luciferase reporter cells; inhibition, % at 12.5 µM; 0.69% of 350,000 active; AID 504558, 2011; in the data active means inhibition above about 41%;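 further: 0% = neutral control wells and 100% = reference inhibitor control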
# SRC2 inh – inhibition of GAL4-SRC2 driven luciferase reporter, primary screen, SRC2 inhibitor project, cell-based, luminescence; HEK293 GAL4-SRC2 luciferase reporter; inhibition, % at 9 µM; Nuclear receptor coactivator 2 (Homo sapiens), Q15596; 0.17% of 370,000 active;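 active means inhibition above the mean inhibition of all tested compounds plus 3 SD, set per campaign, cut at about 52% in these data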;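 further: 0% = DMSO treated cells and 100% = cells given Gossypol at 36 µM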
# C8 TRAIL sens – viability loss with TRAIL in NB7+C8 cells, primary screen, TRAIL sensitizer project, cell-based, ATPlite luminescence; 1% of 360,000 active; AID 624354, 2012; inhibition (viability loss, TRAIL sensitization), % at 10 µM;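 active means compounds causing at least 50% loss of cell viability in the single-dose screen, relative to plate controls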
# LRH-1 inv ag – LRH-1 (NR5A2) inverse agonists, primary screen, cell-based, luminescence, HEK293T, StAR-luciferase reporter; Nuclear receptor subfamily 5 group A member 2 (Homo sapiens), O00482; LRH-1 transfected, 24 h; inhibition, % at 3.6 µM; 0.13% of 360,000 active; AID 602396, 2012;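 active means inhibition above the mean inhibition of all tested compounds plus 3 SD, cut at about 73% in these data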;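 further: 0% = DMSO wells and 100% = reporter-only cells lacking LRH-1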
# SRC3 inh – SRC3 coactivator transcriptional activity inhibitors, primary screen, cell-based, luminescence. inhibition, % at 3.6 µM. Nuclear receptor coactivator 3 (Homo sapiens), Q9Y6Q9. 0.17% of 360,000 active. HEK293 GAL4-SRC3 luciferase reporter;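 active means inhibition above a per-campaign cutoff, the mean of all compounds plus 3 SD, cut at about 60% in these data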;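 further: 0% = DMSO-treated cells and 100% = gossypol-treated cells at 36 µM; higher means less SRC3-driven luciferase light from the GAL4 reporter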
# Target sequence (Q9Y6Q9 whole entry, looked up, the tested form may be a part): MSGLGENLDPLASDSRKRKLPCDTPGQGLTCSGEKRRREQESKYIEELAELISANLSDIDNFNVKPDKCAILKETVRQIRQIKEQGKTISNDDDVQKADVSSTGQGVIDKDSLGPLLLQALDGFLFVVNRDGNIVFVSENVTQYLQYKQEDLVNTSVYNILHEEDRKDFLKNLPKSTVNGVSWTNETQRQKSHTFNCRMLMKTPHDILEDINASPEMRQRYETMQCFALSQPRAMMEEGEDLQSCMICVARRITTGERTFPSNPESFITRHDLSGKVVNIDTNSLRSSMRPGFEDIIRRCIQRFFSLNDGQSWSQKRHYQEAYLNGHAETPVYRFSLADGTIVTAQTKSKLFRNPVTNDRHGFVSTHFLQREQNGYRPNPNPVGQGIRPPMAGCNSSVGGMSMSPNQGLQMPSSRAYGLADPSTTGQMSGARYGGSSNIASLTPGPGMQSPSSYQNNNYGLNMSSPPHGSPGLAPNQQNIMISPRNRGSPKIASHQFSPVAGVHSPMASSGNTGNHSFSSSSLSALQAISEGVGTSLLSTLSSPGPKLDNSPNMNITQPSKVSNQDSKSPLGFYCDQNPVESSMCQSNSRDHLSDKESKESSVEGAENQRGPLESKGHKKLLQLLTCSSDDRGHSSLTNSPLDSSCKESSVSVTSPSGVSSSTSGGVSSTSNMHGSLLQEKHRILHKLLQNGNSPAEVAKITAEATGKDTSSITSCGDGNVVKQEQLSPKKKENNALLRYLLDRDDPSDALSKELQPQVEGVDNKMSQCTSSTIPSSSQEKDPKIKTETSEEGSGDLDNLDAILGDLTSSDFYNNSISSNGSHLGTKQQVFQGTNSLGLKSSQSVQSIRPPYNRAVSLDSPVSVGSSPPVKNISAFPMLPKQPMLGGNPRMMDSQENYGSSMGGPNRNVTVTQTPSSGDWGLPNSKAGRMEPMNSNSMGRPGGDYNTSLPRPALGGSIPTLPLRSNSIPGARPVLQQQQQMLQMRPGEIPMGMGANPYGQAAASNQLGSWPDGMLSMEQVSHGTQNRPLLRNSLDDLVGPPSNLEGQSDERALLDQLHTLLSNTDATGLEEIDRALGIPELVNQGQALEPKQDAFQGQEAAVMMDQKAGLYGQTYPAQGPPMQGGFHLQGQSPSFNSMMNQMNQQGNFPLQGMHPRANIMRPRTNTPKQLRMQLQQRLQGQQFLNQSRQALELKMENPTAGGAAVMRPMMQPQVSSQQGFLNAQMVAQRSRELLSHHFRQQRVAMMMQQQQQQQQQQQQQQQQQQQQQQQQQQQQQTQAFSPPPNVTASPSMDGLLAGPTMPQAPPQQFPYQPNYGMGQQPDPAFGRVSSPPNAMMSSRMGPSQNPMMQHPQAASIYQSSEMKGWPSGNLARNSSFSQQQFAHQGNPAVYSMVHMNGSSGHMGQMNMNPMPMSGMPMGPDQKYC
# NR2F2 inh – NR2F2 transcriptional activity inhibitors, primary screen, cell-based, luciferase reporter, HEK293T, luminescence. COUP transcription factor 2 (Homo sapiens), P24468. HEK293T NGFI-A luciferase reporter. inhibition, % at 8.6 µM. 0.7% of 370,000 active. AID 686940, 2013;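 active means inhibition above a per-plate cutoff, mean inhibition of test wells between control levels plus 3 SD, cut at about 38% in these data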;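 further: cells cotransfected with COUP-TFII expression vector driving the NGFI-A reporter; 0% = median of COUP-TF2 test wells and 100% = reporter-only cells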
# TLR9-MyD88 inh – inhibitors of TLR9-MyD88 association in cells, primary screen, cell-based, CHO, BLA complementation, fluorescence | CCF4 FRET ratio | 0.21% of 340,000 active | Toll-like receptor 9 (Homo sapiens) + Myeloid differentiation primary response protein … | AID 504734, 2011 | inhibition, % at 4.98 µM;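 active means inhibition above the mean over all tested compounds plus 3 SD, cut at about 21% in these data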;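 further: 0% = DMSO only wells and 100% = clavulanate BLA inhibitor control wells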
# NOD2-RIPK2 inh – NOD2-RIPK2 binding disruptors in cells, primary screen, fluorescence, CHO cells, BLA complementation; Receptor-interacting serine/threonine-protein kinase 2 (Homo sapiens), O43353; AID 624267, 2012; 0.38% of 360,000 active; CCF4 ratio; inhibition, % at 4.98 µM; in the data active means inhibition above about 21%;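 further: 0% = vehicle only and 100% = reference blocker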
# TWEAK-Fn14 inh – inhibitors of TWEAK-Fn14 signaling, primary screen, luciferase reporter cells, uHTS; TWEAK-stimulated Fn14 reporter cells, luciferase luminescence, 8 h; inhibition, % at 10 µM; 2% of 360,000 active; in the data active means inhibition above about 50%
# TROY signal inh – inhibitors of TROY-driven NF-kB signaling, primary screen, Q293 LMP1-TROYcd cells, NF-kB luciferase, uHTS. Q293 LMP1-TROYcd NF-kB luciferase reporter, 4 h. 0.98% of 360,000 active. inhibition, % at 10 µM;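 active means compounds whose plate-normalised and pattern-corrected inhibition of the luciferase reporter signal at the single screening dose is 50% or more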
# The depositor's hits bear a star; . = no result given. An excerpt. The share of hits here may be higher or lower than overall.
item | structure | NCOA1 inh | LMP1 NFkB inh | SRC2 inh | C8 TRAIL sens | LRH-1 inv ag | SRC3 inh
1 | CC(C)N(CC(N)=O)C(=O)Cc1coc2cc3c(cc12)CCC3 | -9 | 4 | -19 | -11 | -1 | 5
2 | COC(=O)C1=C(C(=O)OC)[C@@H]2Nc3ccccc3[C@@]23C[C@@H](C(=O)OC)N(C(=O)c2ccco2)C3=N1 | 5 | -7 | 2 | 2 | -5 | -10
3 | COCC1=C(C(=O)OC)C(c2ccco2)n2ncnc2N1 (stereo unspecified) | -10 | . | -22 | -6 | 14 | 9
4 | Cc1ccc(OCC(=O)N/N=C\c2ccc(C)o2)c([N+](=O)[O-])c1 | 0 | -4 | 14 | -3 | 8 | -22
5 | O=C(COc1ccccc1)Nc1nn[nH]n1 | -3 | 1 | -2 | -9 | 4 | 2
6 | O=C(CCNc1cccc(Cl)c1)c1ccco1 | 4 | 6 | 2 | -4 | 5 | -4
7 | Cc1sc2nc[nH]c(=S)c2c1-c1ccccc1 | -22 | 5 | -17 | 1 | -2 | 1
8 | COc1cccc2cc(C(=O)Nc3cc(C)cc(C)c3)/c(=N/NS(=O)(=O)c3ccccc3)oc12 | 5 | -3 | 14 | 18 | -5 | 12
9 | CCCCNC(=O)C1(C)CCCCN1C(=O)c1ccc(F)c(C)c1 (stereo unspecified) | -30 | . | 24 | -12 | -11 | 3
10 | Cc1ccc(C)c(NC(=O)c2sc(Cl)nc2-c2ccccc2)c1 | -28 | -3 | 7 | 2 | -20 | 6
11 | CCOC(=O)c1ccc(NC(=O)Cn2nc(C)c3ccccc3c2=O)cc1 | 7 | 6 | 4 | 6 | -3 | 5
12 | CCc1nonc1NC(=O)c1oc2ccc(F)cc2c1C | -64 | 42* | -12 | -4 | -27 | -42
13 | COC(=O)c1ccc(/C=N\NC(=O)CC(=O)NCCc2ccccc2)cc1 | 25 | -8 | -2 | -2 | 23 | 4
14 | COc1ccc(/C=C2\CCn3c2nc2ccccc2c3=O)cc1OC | -46 | -22 | . | 8 | -60 | -75
15 | NC(=O)C1CCN(Cc2nc3ccccc3c(=O)[nH]2)CC1 | 6 | 5 | -18 | 1 | 5 | -3

item | NR2F2 inh | TLR9-MyD88 inh | NOD2-RIPK2 inh | TWEAK-Fn14 inh | TROY signal inh
1 | 6 | 1 | 1 | 14 | -2
2 | 7 | -11 | 10 | 14 | -11
3 | 18 | . | -6 | 18 | -1
4 | -10 | 5 | 0 | -26 | -32
5 | 12 | -4 | -2 | -5 | -9
6 | -11 | 2 | -10 | -18 | -40
7 | -2 | 6 | -3 | -5 | 1
8 | -24 | 10 | 6 | -22 | -7
9 | -2 | . | 0 | -9 | -16
10 | -4 | -6 | -10 | 12 | 16
11 | 5 | 3 | -10 | -9 | -4
12 | -18 | -4 | -1 | -17 | -8
13 | -3 | -2 | 2 | 17 | -15
14 | . | -5 | 3 | -26 | -60
15 | 0 | 2 | -3 | 8 | 3

# (next part)
item | structure | NCOA1 inh | LMP1 NFkB inh | SRC2 inh | C8 TRAIL sens | LRH-1 inv ag | SRC3 inh
16 | COc1cc(C(=O)N(c2ccc(C)c(C)c2)C2C=CS(=O)(=O)C2)cc(OC)c1OC (stereo unspecified) | -4 | 4 | -4 | 1 | -3 | 10
17 | COc1ccc(-c2nc3ccc(Cl)cn3c2Cc2cccc(Cl)c2)cc1OC | 0 | . | 8 | -13 | -34 | 14
18 | CCCc1cc(=O)oc2cc(C)cc(OCC(=O)N3CCC(C(=O)O)CC3)c12 | -11 | -2 | 2 | -5 | 12 | 25
19 | CCOC(=O)c1sc(Nc2nc(C)cc(C)n2)nc1C | -28 | 13 | 1 | 15 | 8 | 20
20 | Cc1noc(C)c1COc1ccc(C(=O)NNC(=O)c2ccccc2O)cc1 | -5 | 5 | -14 | 6 | -9 | -8
21 | CCOc1ccc2[nH]c(=O)c(CN(CCOC)C(=O)N3CCOCC3)cc2c1 | -1 | 3 | 7 | -36 | -8 | 0
22 | COC(=O)C1=C(C)NC(=O)CC1c1cccc(Cl)c1Cl (stereo unspecified) | -2 | 7 | -5 | -11 | 12 | 11
23 | Oc1cccc(C(O)CNCc2ccc(OCc3ccc(Cl)cc3Cl)cc2)c1 (stereo unspecified) | -3 | -1 | -8 | -1 | 17 | -26
24 | O=C(CCc1nnc(Cc2c[nH]c3ccccc23)o1)NCCC1CCCCO1 (stereo unspecified) | -1 | -18 | -25 | 5 | -11 | -15
25 | O=C(CNC(=O)c1cccnc1)N/N=C/c1cc(Br)c(O)c(Br)c1 | -1 | 7 | -30 | -4 | 11 | -4
26 | O=C(CNc1cc(S(=O)(=O)N2CCCC2)ccc1OCC(F)(F)F)Nc1ccc(SC(F)F)cc1 | 11 | 3 | 11 | 21 | 17 | 8
27 | CCOCCCn1c(=S)[nH]c2cc(C(=O)NCCN(CC)CC)ccc2c1=O | -3 | -18 | -21 | 5 | -35 | -13
28 | O=c1c(CO)cc(CO)cc(CO)c1O | 4 | -10 | -21 | 16 | -5 | 12
29 | CC1(C)NC(=O)N(CCCOc2ccccc2Br)C1=O | -28 | -9 | -39 | 10 | -45 | -48
30 | COc1ccc(N=C2S/C(=C\c3cccs3)C(=O)N2CC(C)C)cc1 | -6 | 3 | 8 | 3 | -4 | -5

item | NR2F2 inh | TLR9-MyD88 inh | NOD2-RIPK2 inh | TWEAK-Fn14 inh | TROY signal inh
16 | -34 | -10 | -12 | 2 | -13
17 | -2 | . | -9 | -19 | 7
18 | 10 | -3 | 5 | 3 | -9
19 | 0 | -3 | 0 | 19 | 10
20 | -20 | 1 | -4 | 2 | 12
21 | 10 | 2 | -4 | -9 | -22
22 | -6 | -1 | 4 | 14 | -27
23 | 7 | 2 | 8 | -16 | 12
24 | 8 | 9 | -6 | 4 | -13
25 | 2 | -5 | -2 | -15 | -5
26 | 32 | 1 | -13 | 44 | 24
27 | 4 | -8 | 4 | -3 | 12
28 | -20 | -14 | -6 | -23 | 3
29 | -14 | 7 | 3 | 4 | -23
30 | 6 | 1 | -5 | -5 | -4

# (cont.)
item | structure | NCOA1 inh | LMP1 NFkB inh | SRC2 inh | C8 TRAIL sens | LRH-1 inv ag | SRC3 inh
31 | CCOc1c(Cl)cc(/C=N/O)cc1OC | 5 | -7 | 1 | -13 | -15 | -49
32 | CCc1ccc(/C=N/Nc2nn[nH]n2)cc1 | -15 | 9 | -8 | -1 | -13 | 1
33 | O=C1/C(=C/c2ccc(O)c(O)c2)SC(=S)N1Nc1ccccc1 | -32 | -1 | . | 20 | -21 | -29
34 | CN1CCN(c2ncnc3sc(-c4ccccc4)cc23)CC1 | 12 | -6 | -18 | 10 | 20 | -4
35 | COc1cc(Br)c(CC(=O)NNC(=O)c2ccc(F)cc2)cc1OC | -58 | 4 | -5 | 14 | -32 | -16
36 | CCOC(=O)C1CCCN(C(=O)c2cc3cc(Br)ccc3oc2=O)C1 (stereo unspecified) | -13 | -2 | 12 | -1 | -9 | -2
37 | CCOC(=O)c1[nH]c2ccc(OC)cc2c1NC(=S)N1CCN(c2ccccc2)CC1 | 6 | 6 | -1 | -23 | -12 | -8
38 | COc1ccc(NC(=O)C2CCCN2C(=O)OCc2ccccc2)c(OC)c1 (stereo unspecified) | -11 | 6 | 17 | -14 | 4 | 5
39 | CCn1c(O)c(N=NC(=O)CNc2cccc(C)c2)c2ccccc21 | -13 | 2 | -21 | -9 | -4 | 5
40 | CCC(C)C1(C2CCCC2)NC(=O)NC1=O (stereo unspecified) | -4 | -4 | -13 | 6 | -5 | 3
41 | CN1CCN(C(CNS(=O)(=O)c2ccc(Br)cc2)c2ccc3c(c2)OCO3)CC1 (stereo unspecified) | 6 | 2 | -3 | 0 | 17 | 20
42 | CC(=O)N1CCN(S(=O)(=O)c2ccc(C)cc2)C1c1ccc(N(C)C)cc1 (stereo unspecified) | 15 | 0 | -21 | -16 | 18 | -2
43 | COc1ccc(C2CC(O)(C(C)(C)O)NO2)cc1 (stereo unspecified) | -6 | -9 | -18 | 14 | -16 | 4
44 | CCCn1c(N)c(C(=O)COC(=O)CCS(=O)(=O)c2ccc(C)cc2)c(=O)[nH]c1=O | -6 | -5 | 19 | 12 | 5 | 11
45 | COc1ccc(C(=O)CSc2nnc(-c3cccs3)n2-c2ccccc2)cc1 | 0 | -64 | 6 | 5 | -2 | 24

item | NR2F2 inh | TLR9-MyD88 inh | NOD2-RIPK2 inh | TWEAK-Fn14 inh | TROY signal inh
31 | -5 | -3 | 5 | 1 | 5
32 | 8 | 2 | 5 | 13 | -1
33 | . | 3 | 0 | -1 | 28
34 | -1 | 8 | 0 | -3 | -7
35 | 6 | 4 | -16 | -4 | 1
36 | 1 | -1 | -6 | 2 | 6
37 | -16 | -2 | 4 | -14 | 4
38 | 8 | -16 | -1 | 8 | 6
39 | -11 | -8 | 13 | 7 | 6
40 | 12 | 1 | -6 | 2 | 24
41 | 8 | -1 | 8 | 0 | -29
42 | -16 | 1 | -1 | 17 | 3
43 | -14 | -9 | 4 | -3 | -54
44 | -23 | 4 | 4 | 11 | -18
45 | 2 | -4 | -2 | -42 | -8

# (more compounds)
item | structure | NCOA1 inh | LMP1 NFkB inh | SRC2 inh | C8 TRAIL sens | LRH-1 inv ag | SRC3 inh
46 | Cc1ccc(CCNC(=O)c2cc(-c3ccncc3)nc3ccc(S(=O)(=O)N4CCOCC4)cc23)cc1 | -4 | 4 | -26 | 5 | 0 | -12
47 | Cc1nc2ccc(C(=O)NCc3ccc4c(c3)OCO4)cc2s1 | -10 | -15 | 17 | -9 | -6 | -12
48 | COC(=O)c1ccc(OCCOc2ccccc2)cc1 | -34 | -13 | -34 | 4 | -32 | -16
49 | Cc1ccc(NC(=O)c2cc(NC(=O)C3CC=CCC3C(=O)O)ccc2N2CCOCC2)cc1Cl (stereo unspecified) | -1 | 12 | -14 | 1 | 2 | 5
50 | COc1ccc(C(=O)NCC(=O)N/N=C/c2c(C)[nH]c3ccccc23)cc1OC | 10 | 7 | 8 | 5 | 12 | -1
51 | C=C(C)CSc1nnc([C@@H]2CCCN2)o1 | -36 | 0 | 15 | -8 | 13 | 2
52 | CC(=O)c1ccc(NC(=O)CC2S/C(=N/N=C3CCCCCC3)NC2=O)cc1 (stereo unspecified) | -20 | 0 | -11 | -10 | -9 | 14

item | NR2F2 inh | TLR9-MyD88 inh | NOD2-RIPK2 inh | TWEAK-Fn14 inh | TROY signal inh
46 | -6 | -13 | -11 | -39 | 7
47 | -3 | 3 | -7 | -10 | 38
48 | -32 | 6 | 8 | -31 | -62
49 | 2 | -14 | 0 | -6 | -7
50 | -2 | 3 | 12 | -8 | -8
51 | -9 | 6 | -7 | 10 | 18
52 | 1 | 1 | -9 | -14 | 15
